NPR1 activator = GC-A (human) enzyme activation | AID 1671463 | activation, % at 10 µM | HEK293 GC-A cells, cGMP TR-FRET, EC30 ANP; 0% at EC30 ANP, 100% saturating ANP | P16066 | 370,000 tested, 0.14% active; in the data active = activation above about 40%
ABHD4 inh = ABHD4 (mouse) inhibition, primary FP screen | purified mABHD4, FP-Rh probe fluorescence polarization | inhibition, % at 8.92 µM | 370,000 tested, 0.54% active | AID 720543;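 active = inhibition exceeding the mean over every tested compound plus 3 SD, cut at about 30% in these data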;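 also: 0% = plate median of compound wells and 100% = S159A mutant with DMSO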
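Doses – 8.92 µM, single dose · Material – wild-type mouse ABHD4 protein · Replication – single well per compound (singlicate) · Measure – percent inhibition of probe binding, normalized to plate controls · Schedule – 45 min compound pre-incubation plus 60 min probe step, 25 °C · Detection – fluorescence polarization with parallel and perpendicular emission, 525/598 nm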
ARFGAP1 inh = rat ARFGAP1 inhibition; Q62848; Arfgap1-stimulated ARF1 GTP hydrolysis, GDP FP detection; inhibition, % at 16.5 µM; 360,000 tested, 0.26% active;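 active = inhibition above a per-plate limit, mean inhibition of low control wells plus 3 SD, cut at about 25% in these data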;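 also: 0% = DMSO wells with enzyme and 100% = wells lacking Arfgap1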
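Repeats: one replicate per compound; assay system: rat Arfgap1 catalytic domain, aa 1-136; times: enzyme reaction 120 min at 25 °C after 20 min preincubation; detection: FP of antibody-bound GDP Alexa 633 tracer, ex 620/em 688 nm; benchmarks: high control wells lacking Arfgap1, low control full reaction with DMSO; reagent: human ARF1(Δ1-17)-GTP substrate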
HTRA1 inhibitor = inhibitors of human serine peptidase HTRA1. Q92743. recombinant HTRA1, FP-rhodamine activity-based probe, fluorescence polarization. inhibition, % at 5.96 µM. 340,000 tested, 0.5% active; in the data active = inhibition above about 36%;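 also: 0% = enzyme with DMSO and 100% = wells lacking enzyme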
PG9 Ab binder = binds the HIV-1 gp120 antibody PG9. inhibition, % at 6.7 µM. TR-FRET gp120-PG9 antibody binding. AID 624416. 360,000 tested, 0.43% active; in the data active = inhibition above about 8.5%
rCAG RNA binder = binds r(CAG) RNA repeats | r(CAG) RNA repeat, TO-PRO-1 dye displacement fluorescence | inhibition, % at 3 µM | 370,000 tested, 1.3% active | AID 651821;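 active = inhibition above the plate cutoff, the mean of all test compounds on that plate plus 3 SD, cut at about 35% in these data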;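 also: 0% = DMSO alone and 100% = 100 µM mitoxantrone as full dye displacement; higher means more dye released from RNA so lower well fluorescence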
NPR2 activator = GC-B (human) receptor activation; HEK293-GC-B cells, CNP EC30, cGMP TR-FRET; 0% at EC30 CNP, 100% saturating CNP; AID 1920062; activation, % at 10 µM; P20594; 370,000 tested, 0.11% active;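 active = activation at 10 µM reaching about 35% in either raw or pattern-adjusted values, limit read from the data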
Target sequence (P20594 whole entry, looked up): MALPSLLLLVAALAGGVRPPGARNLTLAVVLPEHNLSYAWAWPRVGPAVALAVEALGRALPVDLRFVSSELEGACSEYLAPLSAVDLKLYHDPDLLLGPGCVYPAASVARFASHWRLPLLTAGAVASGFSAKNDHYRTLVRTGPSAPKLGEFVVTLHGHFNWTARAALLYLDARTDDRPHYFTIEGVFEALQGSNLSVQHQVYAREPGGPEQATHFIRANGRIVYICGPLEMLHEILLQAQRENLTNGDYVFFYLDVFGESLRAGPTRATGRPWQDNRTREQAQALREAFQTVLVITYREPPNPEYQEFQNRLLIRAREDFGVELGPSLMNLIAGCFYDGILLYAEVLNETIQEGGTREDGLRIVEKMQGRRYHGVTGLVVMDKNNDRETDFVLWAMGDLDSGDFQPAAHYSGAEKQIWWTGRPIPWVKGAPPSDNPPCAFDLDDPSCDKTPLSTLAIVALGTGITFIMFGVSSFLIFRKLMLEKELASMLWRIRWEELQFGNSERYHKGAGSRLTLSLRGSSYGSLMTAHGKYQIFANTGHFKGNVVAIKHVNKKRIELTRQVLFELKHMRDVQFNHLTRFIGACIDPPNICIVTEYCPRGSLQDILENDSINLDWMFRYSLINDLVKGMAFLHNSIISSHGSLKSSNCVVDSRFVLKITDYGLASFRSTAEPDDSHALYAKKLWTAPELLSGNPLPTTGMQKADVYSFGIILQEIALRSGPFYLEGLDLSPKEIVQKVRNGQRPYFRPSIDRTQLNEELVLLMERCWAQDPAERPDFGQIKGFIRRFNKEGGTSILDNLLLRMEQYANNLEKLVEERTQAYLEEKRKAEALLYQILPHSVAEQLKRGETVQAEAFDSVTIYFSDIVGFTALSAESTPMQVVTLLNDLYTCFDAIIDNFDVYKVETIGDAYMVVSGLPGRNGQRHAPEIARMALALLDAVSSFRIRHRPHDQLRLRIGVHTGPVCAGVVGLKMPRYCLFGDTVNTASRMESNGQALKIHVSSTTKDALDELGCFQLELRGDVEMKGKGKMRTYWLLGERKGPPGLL
SMARCA2 act = increases SMARCA2 function in MMTV reporter cells; 370,000 tested, 1% active; activation, % at 9.1 µM; AID 652017; MG213 cells, MMTV-luciferase reporter, dexamethasone, overnight; in the data active = activation above about 7.8%;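 also: 0% = vehicle wells and 100% = reference activator wells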
NR1D1 modulator = Rev-erb alpha (human) modulation; Rev-erbα–FITC-DNA binding, fluorescence polarization, 90 min; activity, % at 10 µM; 370,000 tested, 0.79% active;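 active = activity above about 14%, limit read from the data; passing the limit was not always enough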;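 also: 0% = DMSO wells with 35 nM protein and 100% = DMSO wells with 750 nM protein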
ASAP1 GAP inh = ASAP1 ArfGAP inhibition | Q9ULH1 | ASAP1-stimulated ARF1 GTP hydrolysis, GDP FP detection | inhibition, % at 16.5 µM | 360,000 tested, 0.19% active; in the data active = inhibition above about 25%;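 also: 0% = vehicle with enzyme and substrate and 100% = no enzyme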
The depositor's hits bear a star; / = no result given.

no.	structure	SMARCA2 act	NPR1 activator	ARFGAP1 inh	ASAP1 GAP inh	NR1D1 modulator
1	O=C(Nc1ccccn1)c1ccc(S(=O)(=O)N2CCCCC2)cc1	3	-1	12	8	-3
2	CCCS(=O)(=O)N1CCC(C(=O)NCCc2ccccc2)CC1	2	1	-6	-4	3
3	CC[n+]1ccc(/C=C/c2c[nH]c3ccccc23)cc1	-4	-11	-2	0	134*
4	O=C(Nc1nnc(SCc2c(Cl)cccc2Cl)s1)c1cccc([N+](=O)[O-])c1	-2	1	5	-20	-3
5	Cc1ccc(C)c(OCCCC(=O)NC2CCCCC2)c1	2	-6	4	-3	3
6	O=C(c1ccco1)N1CCN(C2CC(=O)N(c3ccc(F)c(Cl)c3)C2=O)CC1 (configuration not stated)	-3	0	-7	-7	8
7	COCCNC(=O)C1(C)CCCN(Cc2sc(C)nc2C)C1 (configuration not stated)	-4	-2	13	-5	6
8	CC1CCN(C(=O)CN2C(=O)c3ccccc3S2(=O)=O)CC1	6	-1	12	5	1
9	COc1cc(C2C(C(=O)c3ccco3)=C(O)C(=O)N2Cc2ccccc2)ccc1O (configuration not stated)	-3	1	-8	2	1
10	CS(=O)(=O)N1CCN(CC(=O)NC2CCCC2)CC1	-4	-4	9	-9	-5
11	Cc1c(Cl)cccc1NC(=O)c1ccc(OCC(=O)NCc2ccccc2)cc1	-4	-1	-4	-1	2
12	CCCc1cc(=O)[nH]c(SCC(=O)Nc2sc3c(c2C(N)=O)CCCC3)n1	-2	-5	9	-9	2

no.	ABHD4 inh	NPR2 activator	rCAG RNA binder	PG9 Ab binder	HTRA1 inhibitor
1	-2	-3	-9	-2.6	0
2	-2	2	1	-1.0	3
3	-14	-8	-136	-8.7	0
4	0	2	4	-1.7	4
5	-5	-1	-7	0.2	-3
6	-7	2	2	-1.5	1
7	4	-4	-1	0.9	/
8	-1	2	-1	-0.7	-1
9	2	-3	0	2.0	5
10	-3	1	0	-0.9	4
11	0	-1	-4	-0.4	-1
12	7	-2	16	-0.1	-10

Arranged by molecular weight (lowest first): 7 of the compounds above
no.	structure	SMARCA2 act	NPR1 activator	ARFGAP1 inh	ASAP1 GAP inh	NR1D1 modulator
10	CS(=O)(=O)N1CCN(CC(=O)NC2CCCC2)CC1	-4	-4	9	-9	-5
7	COCCNC(=O)C1(C)CCCN(Cc2sc(C)nc2C)C1 (configuration not stated)	-4	-2	13	-5	6
2	CCCS(=O)(=O)N1CCC(C(=O)NCCc2ccccc2)CC1	2	1	-6	-4	3
1	O=C(Nc1ccccn1)c1ccc(S(=O)(=O)N2CCCCC2)cc1	3	-1	12	8	-3
9	COc1cc(C2C(C(=O)c3ccco3)=C(O)C(=O)N2Cc2ccccc2)ccc1O (configuration not stated)	-3	1	-8	2	1
6	O=C(c1ccco1)N1CCN(C2CC(=O)N(c3ccc(F)c(Cl)c3)C2=O)CC1 (configuration not stated)	-3	0	-7	-7	8
4	O=C(Nc1nnc(SCc2c(Cl)cccc2Cl)s1)c1cccc([N+](=O)[O-])c1	-2	1	5	-20	-3

no.	ABHD4 inh	NPR2 activator	rCAG RNA binder	PG9 Ab binder	HTRA1 inhibitor
10	-3	1	0	-0.9	4
7	4	-4	-1	0.9	/
2	-2	2	1	-1.0	3
1	-2	-3	-9	-2.6	0
9	2	-3	0	2.0	5
6	-7	2	2	-1.5	1
4	0	2	4	-1.7	4

Next part
no.	structure	SMARCA2 act	NPR1 activator	ARFGAP1 inh	ASAP1 GAP inh	NR1D1 modulator
13	CN(C)C(CNC(=O)c1cc2ccccc2o1)c1ccccc1 (configuration not stated)	-2	3	-4	-18	9
14	O=C(Nc1ccc(C(=O)N2CCCCC2)cc1)[C@H]1O[C@@H](n2ccc(=O)[nH]c2=O)[C@H](O)[C@@H]1O	-5	-3	-4	-9	8
15	O=S1(=O)CC(N2CCCCC2)C1CN1CCCCC1 (configuration not stated)	-8	1	2	-5	6
16	COC(=O)C[C@H]1C[C@H]2c3cc(NC(=O)C4CCOCC4)ccc3O[C@H]2[C@H](CO)O1	-1	1	6	-4	-9
17	CC(NC(=S)NCCCN1CCOCC1)C12CC3CC(CC(C3)C1)C2 (configuration not stated)	-1	2	-2	5	-2
18	CCN1CCN(CCNC(=O)CS(=O)(=O)Cc2nc(-c3ccc(C)cc3)oc2C)CC1	-1	3	-16	-3	-1
19	O=C(NC1CCCC1)c1ccc(Cl)c(S(=O)(=O)N2CCCCC2)c1	-3	1	-5	-4	-1
20	O=C(NC(=S)NC1CCSC1=O)c1ccccc1 (configuration not stated)	2	2	-2	6	4
21	COc1cc(/C=N/n2nnnc2N)cc(OC)c1OC	1	1	-5	-2	0
22	Cc1onc(-c2ccccc2)c1C(=O)N1CCOCC1	0	7	-5	-6	-2
23	Cc1ccc(NC(=O)CN2C(=O)C3C4C=CC(C4)C3C2=O)cc1 (configuration not stated)	3	0	-1	6	3
24	CCN(CC)c1ccc2c(C)c(CO)c(=O)oc2c1	4	1	0	6	-3

no.	ABHD4 inh	NPR2 activator	rCAG RNA binder	PG9 Ab binder	HTRA1 inhibitor
13	4	0	-3	0.9	-4
14	7	-2	2	1.9	/
15	-5	3	-1	0.4	4
16	4	6	-1	1.3	5
17	11	1	-6	1.1	-3
18	7	-2	1	-1.5	2
19	1	5	2	-0.9	1
20	0	1	12	0.1	-5
21	-2	0	1	-1.7	-1
22	-1	-7	2	0.2	2
23	4	-1	-2	-1.6	-1
24	6	-1	-2	-1.1	4

Next compounds
no.	structure	SMARCA2 act	NPR1 activator	ARFGAP1 inh	ASAP1 GAP inh	NR1D1 modulator
25	O=C(COC(=O)Cc1ccsc1)Nc1ccccc1	-1	-1	-4	-20	3
26	CCCn1c(N2CCN(C(=O)Nc3ccc(Cl)cc3)CC2)nc2ccccc21	-5	2	-2	5	-1
27	CCSc1nnc(NC(=O)C2CCCN(S(=O)(=O)c3cnc[nH]3)C2)s1 (configuration not stated)	-2	0	-3	-11	-4
28	Cc1cnc(C(=O)OCC(=O)Nc2ccc(C)c(S(=O)(=O)N(C)C)c2)cn1	1	-3	-1	10	-4
29	O=c1cc(CSc2ccc(Cl)cc2)nc2nc[nH]n12	-4	-6	2	0	7
30	COCCOC(=O)/C(=C\c1cc(C(C)(C)C)c(O)c(C(C)(C)C)c1)C(C)=O	-3	5	-9	-3	1
31	COC(=O)CCCCC(=O)C1C(=O)CC(C)(C)C(C(=O)OC)C1=O (configuration not stated)	3	3	1	5	-1
32	CC1CCN(S(=O)(=O)c2ccc(C(=O)N3CCN(c4ccccc4F)CC3)cc2)CC1	-3	-2	-1	-1	3
33	O=C1C(Cl)=C(N2CCOCC2)C(=O)N1c1cccc(C(F)(F)F)c1	2	6	12	3	-5
34	COc1ccc(CN2CCc3ccccc3C2)cc1Br	-4	-3	0	-2	-5
35	Cn1c(SC/C=C/c2ccccc2)nnc1-c1ccco1	1	-2	2	6	3
36	C=CCn1c(SCC(=O)c2cc(C)n(C)c2C)nnc1-c1ccncc1	3	-5	4	3	5

no.	ABHD4 inh	NPR2 activator	rCAG RNA binder	PG9 Ab binder	HTRA1 inhibitor
25	0	5	-2	-1.6	1
26	-1	-8	-3	1.9	-16
27	7	9	-1	-0.2	2
28	0	1	7	0.5	-3
29	7	3	1	1.0	13
30	-2	1	-8	-2.5	-9
31	4	4	0	0.5	2
32	-5	4	1	0.3	-2
33	6	3	-2	0.3	-28
34	8	-4	-7	-1.7	2
35	-2	-9	0	0.4	3
36	-1	1	-3	-2.0	-2

Continued.
no.	structure	SMARCA2 act	NPR1 activator	ARFGAP1 inh	ASAP1 GAP inh	NR1D1 modulator
37	Cc1c(C(=O)Nc2cccc(Oc3ccccc3)c2)sc(=O)n1Cc1ccc(F)cc1	-2	-1	7	5	-2
38	N#CCCNc1ccc(OCCC#N)cc1	-2	3	11	6	6
39	CCOC(=O)C1CCCN(C(=O)c2ccc(OC)c(OC)c2)CC1 (configuration not stated)	-1	1	6	0	0
40	Cc1nn2c(-c3ccc(S(=O)(=O)N4CCN(CCO)CC4)o3)nnc2c2ccccc12	0	1	6	6	9
41	CC(c1ccc(F)cc1)n1cc(C(=O)NCc2ccccn2)nn1 (configuration not stated)	1	4	4	-10	-2
42	COc1ccc(CNC(=O)CN(Cc2ccco2)C(=O)CNS(=O)(=O)c2ccccc2)cc1	0	1	-6	0	-8
43	CC(C)CCN(CC(=O)NC(C)(C)C)C(=O)C(=O)Nc1ccc2c(c1)OCCO2	-2	4	-11	2	4
44	O=C(/C=C/[C@H]1O[C@@H](n2cnc3c(NC(=O)c4ccccc4)ncnc32)[C@H](O)[C@@H]1O)N[C@@H](CO)Cc1c[nH]c2ccccc12	-5	2	-6	1	-1
45	COCCNC(=O)C(c1ccc(Cl)cc1)N(Cc1ccco1)C(=O)CCC(=O)Nc1ccccn1 (configuration not stated)	-1	-7	-4	1	-3
46	CCOC(=O)c1c(NC(=O)C2C3CCC(O3)C2C(=O)O)sc2c1CCC(CC)C2 (configuration not stated)	0	3	1	2	0
47	CCC(CC)c1nc(C#N)c(NC(C)c2ccccc2)o1 (configuration not stated)	3	-3	-3	1	-3

no.	ABHD4 inh	NPR2 activator	rCAG RNA binder	PG9 Ab binder	HTRA1 inhibitor
37	-45	-2	6	-0.2	/
38	2	3	3	-1.3	1
39	3	6	1	-0.3	/
40	-5	-4	0	0.3	0
41	-1	2	0	-0.7	5
42	0	1	-4	-1.4	-4
43	3	-3	-7	1.5	-2
44	1	-5	4	-0.8	/
45	5	2	0	-1.2	11
46	8	2	25	0.4	0
47	-4	-2	-6	0.1	2

Screens from PubChem BioAssay.
